# Screening results (PubChem BioAssay)
# pPAFAH inh = pPAFAH (human) enzyme inhibition; Q13093; recombinant pPAFAH, FP-rhodamine probe fluorescence polarization; inhibition, % at 3.39 µM; hit rate 1.5% among 330,000; AID 463082;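 active means inhibition above the mean inhibition across the screen plus 3 SD, cut at about 25% in these data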;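 further: inhibitors block binding of the rhodamine activity-based probe so polarization drops; 0% = enzyme with DMSO and 100% = wells lacking pPAFAH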
# PAFAH2 FP inh = inhibitors of human PAFAH2 | recombinant PAFAH2, FP-rhodamine activity probe, fluorescence polarization | inhibition, % at 3.39 µM | hit rate 0.99% among 340,000 | Q99487;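 active means inhibition above the mean over all tested compounds plus 3 SD, cut at about 30% in these data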;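 further: inhibitors block probe labeling of enzyme so polarization drops; 0% = enzyme with DMSO and 100% = wells lacking PAFAH2 protein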
# PAFAH1B2 inh = inhibitors of human PAFAH1B2. recombinant PAFAH1B2, FP-rhodamine activity probe, fluorescence polarization. hit rate 1.2% among 340,000. AID 492953. inhibition, % at 3.39 µM. P68402;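 active means inhibition above the mean of all tested compounds plus 3 SD, cut at about 24% in these data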;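 further: 0% = enzyme with DMSO and 100% = wells lacking PAFAH1B2; many of its hits are not listed in these tables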
# LYPLA2 inh = counter-screen for PME1 inhibitors: inhibitors of human LYPLA2. O95372. recombinant LYPLA2, FP-Rh probe fluorescence polarization. inhibition, % at 5.9 µM. hit rate 0.38% among 320,000. AID 2177;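 active means inhibition above the screen-wide mean plus 3 SD, limit set per campaign, cut at about 26% in these data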;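 further: 0% = LYPLA2 with DMSO and 100% = wells lacking LYPLA2 enzyme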
# PAD4 FP inh = blocks human protein arginine deiminase 4. Q9UM07. recombinant PAD4, RCA probe fluorescence polarization. inhibition, % at 6.36 µM. hit rate 0.41% among 330,000. AID 485272;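 active means percent inhibition above a cutoff equal to the mean of all tested compounds plus 3 SD, cut at about 15% in these data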;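 further: 0% = PAD4 with RCA probe and DMSO and 100% = probe without PAD4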
# GSTO1 inh = blocks human GSTO1 in RBBP9 counter-screen | recombinant GSTO1, activity-based probe fluorescence polarization | inhibition, % at 5.96 µM | hit rate 1.1% among 300,000;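 active means inhibition above the campaign mean inhibition plus 3 SD, cut at about 35% in these data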;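 further: 0% = GSTO1-1 with DMSO and 100% = wells lacking GSTO1-1 enzyme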
# PREPL inhibitor = inhibitors of human prolyl oligopeptidase-like enzyme PREPL | Q4J6C6 | recombinant PREPL, fluorescence polarization activity-based probe | inhibition, % at 5.96 µM | hit rate 0.68% among 320,000; in the data active means inhibition above about 43%;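 further: 0% = enzyme with DMSO and 100% = wells lacking enzyme; many of its hits are not listed in these tables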
# Target sequence (Q4J6C6 whole entry, looked up): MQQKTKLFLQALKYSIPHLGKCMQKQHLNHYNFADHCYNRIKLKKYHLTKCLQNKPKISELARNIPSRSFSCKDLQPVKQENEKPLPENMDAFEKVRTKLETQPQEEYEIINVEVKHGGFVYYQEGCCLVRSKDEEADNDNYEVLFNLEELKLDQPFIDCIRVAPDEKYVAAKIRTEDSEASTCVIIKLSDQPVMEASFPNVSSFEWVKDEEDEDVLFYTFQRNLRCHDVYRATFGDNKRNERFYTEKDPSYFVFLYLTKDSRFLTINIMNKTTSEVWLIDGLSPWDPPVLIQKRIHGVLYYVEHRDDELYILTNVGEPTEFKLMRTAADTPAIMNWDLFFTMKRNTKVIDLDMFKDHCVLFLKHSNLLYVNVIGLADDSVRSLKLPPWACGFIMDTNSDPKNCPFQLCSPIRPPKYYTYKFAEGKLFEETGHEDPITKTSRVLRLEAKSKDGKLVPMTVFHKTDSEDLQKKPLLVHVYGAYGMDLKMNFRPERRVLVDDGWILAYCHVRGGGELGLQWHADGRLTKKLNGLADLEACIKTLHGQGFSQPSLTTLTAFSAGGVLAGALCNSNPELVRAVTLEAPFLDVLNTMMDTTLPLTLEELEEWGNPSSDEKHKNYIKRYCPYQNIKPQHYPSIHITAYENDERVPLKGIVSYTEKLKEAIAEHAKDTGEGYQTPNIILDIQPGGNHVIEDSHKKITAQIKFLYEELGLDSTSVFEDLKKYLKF
# PAFAH1B3 inh = inhibitors of human PAFAH1B3; hit rate 0.28% among 340,000; recombinant PAFAH1B3, FP-rhodamine probe, fluorescence polarization; inhibition, % at 3.39 µM;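 active means inhibition above the screen-wide average of all tested compounds plus 3 SD, cut at about 25% in these data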;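 further: 0% = enzyme with DMSO only and 100% = wells lacking PAFAH1B3 protein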
# Target sequence (Q15102 whole entry, looked up): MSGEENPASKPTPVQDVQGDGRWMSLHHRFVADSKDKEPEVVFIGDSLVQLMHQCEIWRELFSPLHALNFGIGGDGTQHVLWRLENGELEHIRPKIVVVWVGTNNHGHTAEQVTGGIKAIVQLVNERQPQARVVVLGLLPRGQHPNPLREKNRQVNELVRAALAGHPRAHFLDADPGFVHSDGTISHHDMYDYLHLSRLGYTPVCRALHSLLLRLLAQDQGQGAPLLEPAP
# LYPLA1 inh = counter-screen for PME1 inhibitors: inhibitors of human LYPLA1. O75608. hit rate 0.16% among 320,000. recombinant LYPLA1, FP-Rh probe fluorescence polarization. inhibition, % at 5.9 µM;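 active means inhibition above the mean of all tested compounds plus 3 SD, set per campaign, cut at about 14% in these data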;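 further: inhibitors block serine hydrolase probe labeling of LYPLA1 so polarization falls; 0% = enzyme with DMSO and 100% = wells lacking LYPLA1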
# Numbers without * were called inactive; . = not tested or not shown; & = joins results of further samples. The list is partial. The share of hits here may be higher or lower than overall.
SMILES,pPAFAH inh,PAFAH2 FP inh,PAFAH1B2 inh,LYPLA2 inh,PAD4 FP inh,GSTO1 inh,PREPL inhibitor,PAFAH1B3 inh,LYPLA1 inh
CC(=O)N1CCN(Cc2nc(C(c3ccccc3)c3ccccc3)no2)CC1,2,8,5,-1,-4,0,-5,6,-1
Cc1ccc(Nc2ccccc2)cc1,6,-4,7,11,0,5,15,18,-1
CC(=O)c1cc(NC(=O)c2ccc(C)cc2)c(=O)oc1C,2,5,2,-1,1,6,0,4,-3
CCOc1ccc(OCCC(=O)OCC(=O)N2CCN(S(=O)(=O)c3ccc(Cl)cc3)CC2)cc1,4,-8,17,-8,-8,10,3,10,1
Cc1nc2ccccc2c2nc(NC(=O)Cc3ccccc3)nn12,10,18,4,4,4,0,6,1,0
CCOC(=O)CN1N=C(/C=C/c2ccccc2)CCC1=O,0,3,-1,4,-5,7,-12,-2,5
Cc1c(C(=O)OCC(=O)N2CCCCC2C)oc2ccccc12 (stereo unspecified),3,5,4,2,0,.,9,5,-1
N#Cc1ccccc1NC(=O)COC(=O)c1cccs1,4,84*,5,.,-3,.,4,-2,.
CN1[C@@H]2CC(OC(=O)[C@H](CO)c3ccccc3)C[C@H]1[C@@H]1O[C@@H]12 (stereo partly specified),-3&4&-2&3,4&-4&-11&8,2&3&2&-5,6&6&-3,-2&-2&0&-4,4&-2&4,16&-4&13&-2,1&6&11&23,0&4&-1
Nc1scc(-c2ccncc2)c1Cl,6,0,90*,5,3,5,-1,0,-2
CC1=C(C#N)C(Nc2cc(C)ccn2)(C(F)(F)F)C(=O)N1 (stereo unspecified),-10,3,1,-2,-8,-5,8,11,-4
Cc1ccc(CNC(=O)C2CCC(=O)N(Cc3cccc(C(F)(F)F)c3)C2)o1 (stereo unspecified),-2,4,5,6,5,2,5,-2,-1
O=C1c2ccccc2C(=O)N1Cc1nc(-c2ccncc2)no1,4,5,-3,3,0,-1,2,8,1
O=C(CCCn1c(=O)[nH]c2ccccc2c1=O)N1CCN(c2ccccn2)CC1,-4,1,1,3,5,1,-47,7,-1
Cc1ccc(OCC(=O)Nc2oc(-c3ccccc3)c(-c3ccccc3)c2C#N)cc1,5,0,2,-23,0,-3,1,0,-18
Cc1cc(C(=O)NNC(=O)c2ccc(NC(=O)CC#N)cc2)c(C)o1,-3,-3,-2,-1,-2,.,-4,0,-3
N#CCCCSc1nnc(Cc2ccc3c(c2)OCO3)o1,-4,1,-1,-7,2,1,-2,9,-1
COc1ccc(/C=C2\SC(=S)N(C(C(=O)O)c3ccccc3)C2=O)c(OC)c1 (stereo unspecified),11,12,6,15,0,1,-13,5,0
Cc1cc(NC(=O)CSc2nc(=O)cc(N)n2-c2ccc(C)c(C)c2)no1,2,2,5,6,-6,1,-4,4,1
CC1CCCN(C(=O)CN2C(=O)NC(C)(c3ccc4ccccc4c3)C2=O)C1 (stereo unspecified),1,8,5,.,2,.,6,9,.
Cn1c(CNC(=O)c2ccccc2F)nnc1SCC(=O)Nc1nncs1,4,0,3,1,-2,6,-2,5,5
CS(=O)(=O)N(CCc1ccccc1)CC(=O)NCc1ccc2c(c1)OCO2,4,3,4,7,-2,4,-18,2,0
COc1cccc(NC(=O)CN(C)C(C)C(=O)Nc2ccc(C(C)=O)cc2)c1 (stereo unspecified),7,0,0,-1,-2,3,-3,3,-4
CCc1ccc(NC(=O)C2=CC=CN3CCS(=O)(=O)N=C23)cc1,-1,1,6,-4,3,.,3,0,-2
CCN(CC(=O)NCc1cccs1)C(=O)c1ccccc1F,1,-6,1,-1,1,11,20,4,1
COc1ccc(CSc2n[nH]c(C)n2)cc1[N+](=O)[O-],-3,0,5,2,1,2,9,18,-3
O=S(=O)(NCc1ccco1)c1cnc(Cl)c(Br)c1,2,-1,4,3,4,20,-20,1,4
O=C(Nc1ccccc1Br)C1CCN(C(=O)Cc2ccccc2)CC1,6,-1,2,8,-2,8,9,4,8
CSc1nnc(-c2ccccc2SC)o1,-1,1,0,9,-2,7,1,5,3
CC1CCN(S(=O)(=O)c2ccc3c(c2)N(CC(=O)NCCCOC(C)C)C(=O)CS3)CC1,1,-3,1,2,2,3,2,9,-3
O=C(Cn1nc(-c2ccc3c(c2)OCCO3)ccc1=O)Nc1ccc(-n2cnnn2)cc1,-5,-27,-17,-30,-4,-13,2,-25,-16
CCn1cc([N+](=O)[O-])c(C(=O)Nc2ccn(Cc3ccccc3)n2)n1,-3,-5,1,0,-3,-1,6,4,-1
CC(C(=O)NC1CCCC1)N(c1ccc(Oc2ccccc2)cc1)S(C)(=O)=O (stereo unspecified),2,1,4,4,0,5,6,11,4
CCN(CC)S(=O)(=O)c1cc(C(=O)N=c2sccn2C)ccc1OC,3,4,3,3,-1,0,4,7,2
COc1ccccc1N1CCN(S(=O)(=O)c2cc(C(F)(F)F)cc(C(F)(F)F)c2)CC1,2,5,3,-4,5,-3,-4,3,0
O=C(c1ccc2c(c1)OCO2)N(CC1CCCO1)C1(C(=O)NC2CCCCC2)CCCCC1 (stereo unspecified),3,-2,1,2,1,-7,4,-1,1
Cc1ccc(S(=O)(=O)N(C)CC(=O)OCC(=O)NC(=O)Nc2ccc3c(c2)OCCO3)cc1,15,-8,1,-2,-2,3,15,5,-3
O=C(NCCCO)C(=O)Nc1cc2c3c(c1)CCC(=O)N3CCC2,2,10,1,-8,2,2,1,-1,-3
CCC(Cc1ccccc1)NC(=O)C1CCC(CNc2c(N3CCCC3)c(=O)c2=O)CC1 (stereo unspecified),4,11,3,0,-3,8,11,2,4
CC(=O)Nc1cccc(NC(=O)CSc2nc(C3CC3)nc3ccccc23)c1,-4,9,2,-2,12,-9,-10,4,-2
Cc1ccc(OCC(O)CN2CCN(CC(O)COC(C)C)CC2)c(C(C)(C)C)c1 (stereo unspecified),6,0,0,7,4,1,14,-2,3
COc1ccc(CC(=O)NCC(=O)N/N=C(/C)c2ccco2)cc1,3,.,.,1,-5,-6,-1,.,-3
COc1ccc(-n2cc(C(=O)c3cc4ccccc4oc3=O)c(C(C)=O)n2)cc1,1,-3,2,-7,4,-4,24,2,-2
CC(=O)Nc1c(O)nc(C)[nH]c1=O,2,.,.,-6,-1,1,-2,.,-4
CCOc1ccc(NC(=O)CN2CCN(CC(=O)Nc3ccc(OC)cc3OC)CC2)cc1,1,-1,-1,1,-1,-4,3,0,0
CC(C)(C)n1ncc2c(=O)n(CC(=O)Nc3ccc4c(c3)OCCO4)cnc21,3,-1,5,-1,-3,-3,-1,1,-4
COc1cc(NC(=O)c2ccco2)c(OC)cc1NC(=O)c1cc(OC)c(OC)c(OC)c1,5,-5,2,0,-3,2,6,7,-3
N#C/C(=C\c1ccncc1)c1ccc(NC(N)=O)cc1,3,-3,1,2,-3,-4,-6,-3,0
Cc1cc(=O)[nH]c(NCc2ccc(Cl)cc2)n1,-7,-3,10,-3,-7,-2,-5,6,0
CCN(CCO)c1ccc(N=Nc2cc(C)[nH]n2)cc1,-8,-2,5,0,-6,-12,5,5,1
Cc1ccc(NC(=O)Nc2c(C)n(C)n(-c3ccccc3)c2=O)cc1,4,0,-2,4,-3,-4,-13,7,4
COc1cccc(NS(=O)(=O)c2cc3c(cc2C)N(C)CCO3)c1,6,4,3,4,-2,3,4,8,-2
COCCNC(=O)CCCn1c(=O)c2cc(OC)c(OC)cc2n(CC(=O)Nc2ccc(C)c(F)c2)c1=O,-3,-4,-1,2,3,-6,-8,5,2
COc1ccc(CCC(=O)OCC(=O)NCc2ccc3c(c2)OCO3)cc1,15,10,5,1,1,.,-8,5,1
COc1ccccc1NC(=O)c1ccc(C)s1,4,0,1,2,-4,1,2,1,-2
Cc1cc(C)c(NC(=O)COC(=O)c2ccncc2)c(C)c1,0,-1,0,.,-5,.,26,10,.
Cc1nc(-c2ccccc2)sc1C(=O)Nc1ccc(S(N)(=O)=O)cc1,46*,4,4,6,-3,1,-15,1,-9
COc1ccc(NC(C)=O)cc1NC(=O)CSc1nnc(-c2ccccn2)n1C,-3,-4,3,7,-6,7,6,14,2
Cc1c(NC(=O)CSc2ncn[nH]2)c(=O)n(-c2ccccc2)n1C,3,2,2,-4,0,4,-1,1,-3
COc1cc2oc3cc(C)oc(=O)c3c2cc1OC,8,2,3,-2,-1,-3,5,4,4
# New compounds follow
SMILES,pPAFAH inh,PAFAH2 FP inh,PAFAH1B2 inh,LYPLA2 inh,PAD4 FP inh,GSTO1 inh,PREPL inhibitor,PAFAH1B3 inh,LYPLA1 inh
COc1ccc(NS(=O)(=O)c2csc(C(N)=O)c2)cc1OC,4,1,5,0,-4,-1,23,3,2
O=C(OCc1ccc([N+](=O)[O-])cc1)c1cnc(Cl)c(Cl)c1,1,-10,-2,8,3,13,2,-2,6
O=C(CN(Cc1ccccc1)S(=O)(=O)c1ccc(Br)cc1)N/N=C/c1ccccc1C(=O)O,-14,10,4,3,-6,-2,0,-5,1
CC1CCC(=O)N(CCSc2ccccc2)CC1 (stereo unspecified),13,5,7,-6,0,-4,11,17,-3
CCOc1cc(Br)c(COc2ccc(C)nc2[N+](=O)[O-])cc1OCC,4,-12,-3,-1,2,2,6,-1,-2
CC1(C)CC(NS(=O)(=O)c2ccc(S(=O)(=O)N3CCOCC3)cc2)CCO1 (stereo unspecified),8,-5,3,5,2,-3,4,3,0
C=CCn1c(SCC(=O)NCC2CCCO2)nc2sc(C)c(C)c2c1=O (stereo unspecified),2,4,3,-3,3,5,6,5,0
CCOC(=O)c1cnn(Cc2ccccc2)c1N,-2,14,4,3,-2,10,-5,16,1
CN(C)S(=O)(=O)c1cccc(C(=O)NCC2CCCO2)c1 (stereo unspecified),0,-4,2,4,0,-4,-5,-2,5
COc1cccc(C2C3=C(CC(C)(C)CC3=O)Nc3cc4c(cc32)OCO4)c1 (stereo unspecified),5,12,-2,0,1,14,19,7,-4
COc1ccc2nc(SCC(=O)Nc3ccc4c(c3)CCC4)[nH]c2c1,-8,-3,5,-10,-1,3,-16,1,-9
CC(=O)Nc1ccc(S(=O)(=O)NCC(=O)OCC(=O)c2cc(C)n(-c3ccc4c(c3)OCO4)c2C)cc1,8,8,5,6,0,6,6,5,-4
CCOc1ccc(Nc2nc(CC(=O)OC)cc(=O)[nH]2)cc1,3,-1,2,0,-2,2,6,0,-1
C=CCNc1nc2c3ccccc3n(C(C)=O)c2s1,2,-3,1,2,4,12,6,5,9
c1ccc(-c2ccc(OCCOCCn3cncn3)cc2)cc1,8,2,1,3,0,2,-8,5,-2

# Two compounds from above, showing only PREPL inhibitor:
Molecule | PREPL inhibitor
Cc1cc(=O)[nH]c(NCc2ccc(Cl)cc2)n1 | -5
CCN(CCO)c1ccc(N=Nc2cc(C)[nH]n2)cc1 | 5

# Next entries
SMILES,pPAFAH inh,PAFAH2 FP inh,PAFAH1B2 inh,LYPLA2 inh,PAD4 FP inh,GSTO1 inh,PREPL inhibitor,PAFAH1B3 inh,LYPLA1 inh
CCC(C)NC(C(=O)Nc1ccc(Cl)c([N+](=O)[O-])c1)c1ccccc1 (stereo unspecified),4,7,3,-2,-4,-2,-4,-1,1
CN(Cc1ccccc1)C(=O)c1nc[nH]c1C(=O)N1CCN(c2ccccc2)CC1,0,-10,-3,-12,0,.,13,3,-1
COc1ccc(-n2c(SC3CCOC3=O)nc3ccccc3c2=O)cc1Cl (stereo unspecified),10,-7,0,-3,4,-8,0,9,-2
O=C(CN(Cc1ccco1)S(=O)(=O)c1cccs1)Nc1ccccc1C(F)(F)F,4,-2,-1,-7,-1,-3,4,7,-2
